High-throughput results as filed in PubChem.
TCR CD3 inh – inhibitors of human TCR-CD3 interaction, primary screen, biochemical, fluorescence, TAMRA-labeled TCR probe. T-cell receptor (TCR). actives 0.37% (n = 360,000). inhibition, % at 9.4 µM; in the data active = inhibition above about 19%;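 also: recombinant mutant TCR 2C K166C tagged with TAMRA read by polarization; 0% = receptor in buffer alone and 100% = receptor with positive control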
DDE Tn7 FP inh – inhibitors of Tn7 peptide binding to fibrin DD(E), primary screen, biochemical, fluorescence polarization, human fibrin, Tn7 probe; AID 720508, 2013; inhibition, % at 8.3 µM; Fibrinogen beta chain (Homo sapiens), P02675; FP displacement of FITC-Tn7 peptide from fibrin DD(E); 0% = median of compound wells per plate; actives 0.13% (n = 370,000);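 active = inhibition above the mean of compounds falling within the control limits plus 3 SD of them, cut at about 14% in these data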;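 also: 0% = plate median of compound wells and 100% = 10 µM Aha-Tn7 peptide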
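Measure: % inhibition scaled between sample-field median and high-control FP; Test system: human fibrin DD(E); Quantity: 2 µM final DD(E) protein; Doses: one dose, 8.3 µM nominal; Schedule: compound with protein 10 min, then 3 h after probe, room temperature; Detection: fluorescence polarization; Medium: Tris buffer with calcium and detergent, pH 7.8.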
UHRF1 MBD2 ctr – UHRF1 methylated DNA binding inhibitors, primary screen, counter-screen for MBD2 inhibitor project, biochemical, TR-FRET, human UHRF1, single concentration; UHRF1 binding to methylated oligo; inhibition, % at 4.4 µM; actives 0.75% (n = 370,000); in the data active = inhibition above about 21%;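 also: UHRF1 SRA domain binding a hemimethylated CpG hairpin DNA probe; 0% = median of test compound wells and 100% = reference inhibitor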
TDP2 absorb – human TDP2 enzyme inhibitors, primary screen, biochemical, epi absorbance, recombinant enzyme; Tyrosyl-DNA phosphodiesterase 2 (Homo sapiens), O95551; T5PNP hydrolysis, p-nitrophenol absorbance 415 nm; inhibition, % at 12.8 µM; actives 0.34% (n = 370,000); AID 720702, 2013;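 active = inhibition above the mean of all tested compounds plus 3 SD, set per campaign, cut at about 25% in these data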;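 also: 0% = DMSO with enzyme and 100% = buffer with substrate but no TDP2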
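Test system: Human TDP2 enzyme | Reagent: 5 mM T5PNP | Compound dosing: 12.8 µM single point, 1% DMSO | Incubation: Enzyme reaction with compound for 2 h at 37 °C | Technique: p-Nitrophenol epi absorbance | Read-out: % inhibition relative to enzyme-containing and enzyme-free wells | Benchmarks: High control without enzyme, low control DMSO plus TDP2 | Replicates: Singlicate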
DDE Tn6 FP inh – inhibitors of Tn6 peptide binding to fibrin DD(E), primary screen, biochemical, fluorescence polarization, human fibrin, Tn6 probe; Fibrinogen beta chain (Homo sapiens), P02675; Fibrin DD(E) TRITC-Tn6 fluorescence polarization displacement; actives 0.21% (n = 370,000); inhibition, % at 8.3 µM;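 active = inhibition above a per-campaign cutoff: mean of compounds within control limits plus 3 SD, cut at about 15% in these data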;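 also: 0% = median of all compound wells on the plate and 100% = blocking peptide control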
SIAE primary – human SIAE inhibitors, primary screen, biochemical, fluorescence polarization, FP-Rh probe, 1536-well HTS | Sialate O-acetylesterase (Homo sapiens), Q9HAT2 | SIAE FP-Rh probe binding | inhibition, % at 9.66 µM | actives 0.69% (n = 370,000) | AID 1053197, 2014;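 active = inhibition above a cutoff: mean of compounds within the control limits plus 3 SD of those, cut at about 17% in these data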;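 also: 0% = plate median of compound wells and 100% = probe without SIAE protein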
Target sequence (Q9HAT2 whole entry, looked up): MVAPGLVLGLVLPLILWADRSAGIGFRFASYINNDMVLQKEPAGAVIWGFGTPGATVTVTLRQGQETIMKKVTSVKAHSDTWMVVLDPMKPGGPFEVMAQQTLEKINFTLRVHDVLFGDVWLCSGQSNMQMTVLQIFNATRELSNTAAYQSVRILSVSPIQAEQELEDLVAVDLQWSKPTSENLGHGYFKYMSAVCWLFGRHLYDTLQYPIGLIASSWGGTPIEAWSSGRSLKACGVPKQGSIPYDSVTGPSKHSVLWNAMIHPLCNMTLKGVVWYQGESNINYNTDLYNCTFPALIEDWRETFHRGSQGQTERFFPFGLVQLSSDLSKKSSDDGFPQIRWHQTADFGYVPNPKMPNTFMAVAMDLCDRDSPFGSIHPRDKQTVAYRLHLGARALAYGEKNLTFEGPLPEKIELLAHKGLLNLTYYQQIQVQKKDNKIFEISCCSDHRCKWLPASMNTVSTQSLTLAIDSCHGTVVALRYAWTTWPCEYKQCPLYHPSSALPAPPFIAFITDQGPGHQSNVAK
KLK7 zymogen act – proKLK7 zymogen activators, primary screen, biochemical, fluorescence intensity. actives 0.9% (n = 370,000). AID 652039, 2013. activation, % at 7 µM. purified proKLK7, EDANS-DABCYL substrate fluorescence; 100% is mature enzyme control, 0% vehicle. Kallikrein-7 (Homo sapiens), P49862;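 active = activation above the mean of all tested compounds plus 3 SD, computed per campaign excluding outliers beyond control limits, cut at about 13% in these data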
Target sequence (P49862 whole entry, looked up): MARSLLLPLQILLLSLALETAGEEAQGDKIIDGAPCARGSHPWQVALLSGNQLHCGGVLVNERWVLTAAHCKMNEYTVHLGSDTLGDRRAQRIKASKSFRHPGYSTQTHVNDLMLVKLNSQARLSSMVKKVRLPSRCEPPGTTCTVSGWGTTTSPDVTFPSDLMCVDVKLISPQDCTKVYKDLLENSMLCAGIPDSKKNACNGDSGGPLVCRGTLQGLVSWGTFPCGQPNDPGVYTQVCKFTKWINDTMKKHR
MBD2 DNA inh – inhibitors of MBD2 binding to methylated DNA, primary screen, biochemical, TR-FRET, DNA-binding domain, human; Methyl-CpG-binding domain protein 2 (Homo sapiens), Q9UBB5; MBD2 binding to methylated oligonucleotide; inhibition, % at 4.4 µM; actives 0.31% (n = 370,000); AID 686964, 2013; in the data active = inhibition above about 13%
LEDGF integ inh – blockers of LEDGF/p75-dependent integrase strand transfer – biochemical, TR-FRET, high throughput, primary screen; HIV-1 integrase (with human LEDGF/p75); inhibition, % at 3.7 µM; TR-FRET IN-LEDGF/p75 DNA integration, Eu/Cy5; AID 743269, 2014; actives 0.64% (n = 370,000);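 active = inhibition above the screen-wide mean plus 3 SD, cut at about 13% in these data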;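 also: signal is the Cy5 over europium emission ratio at 671 and 618 nm; 0% = plate median of compound wells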
PRMT1 inh – PRMT1 methyltransferase inhibitors, primary screen, biochemical, fluorescence polarization. Protein arginine N-methyltransferase 1 (Homo sapiens), Q99873. recombinant PRMT1, activity-based probe fluorescence polarization. actives 1.3% (n = 370,000). inhibition, % at 2.79 µM;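 active = inhibition above about 21% made by adding two undisclosed values, limit read from the data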
The depositor's hits bear a star; x = no result given.

SMILES	TCR CD3 inh	DDE Tn7 FP inh	UHRF1 MBD2 ctr	TDP2 absorb	DDE Tn6 FP inh	SIAE primary	KLK7 zymogen act	MBD2 DNA inh	LEDGF integ inh	PRMT1 inh
COc1ccccc1NC(=O)C1CCCN1C(=O)NCc1ccccc1 (configuration not stated)	5	-7	1	13	-4	-4	-0.1	0	-1	2
Cc1ccc(C(=O)Nc2ccccc2SCC2CSc3nc4ccccc4c(=O)n32)cc1 (configuration not stated)	5	-3	-1	-7	2	0	0.7	-2	2	-3
Cc1cc(Cl)ccc1NC(=O)COC(=O)c1nc2nccc(C)n2n1	-7	1	-2	1	-1	-6	0.7	-2	-2	1
C/C(C=NNC(=O)CSc1nnc(-c2ccc(Cl)cc2)n1-c1ccccc1)=C\c1ccccc1	x	-6	3	-11	1	-5	0.0	-2	6	-5
COc1cc(CC(=O)OCC(=O)NCC(C)C)cc(OC)c1OC	2	-4	2	7	-5	-4	-0.1	0	3	-1
Cc1ccc(S(=O)c2snnc2C)cc1 (configuration not stated)	-6	-2	1	-6	-1	-1	0.5	6	-2	1
CC1CCN(C(=O)COC(=O)Cc2ccc(Br)cc2)CC1	-6	5	4	-7	-4	-4	-0.2	1	-2	0
Cc1ccc(NC(=O)CSc2ccccc2)cc1S(=O)(=O)N1CCOCC1	-7	-2	2	-27	7	-11	0.5	-3	2	-2
CCOC(=O)N1CCN(S(=O)(=O)c2cccc3ccc(C)nc23)CC1	2	2	-1	-8	-6	0	0.6	-2	-1	0
Cn1c(=O)c2c(nc(CO)n2C)n(C)c1=O	6	-5	1	4	-1	2	-0.4	-1	2	5
O=C(CCNc1ccc(Cl)cc1)c1cccs1	-1	-2	-3	10	-2	8	-0.4	2	2	3
CN(C)Cc1cc(CN(C)C)c(O)c(CCc2ccccc2)n1	-3	8	9	2	1	6	0.1	10	-1	5
COc1c(C=O)cc2c3c1CCCN3CCC2	12	2	0	-5	-8	0	-3.1	-7	1	-3
Cc1ccccc1NC(=O)C1C2C=CC(C3CC23)C1C(=O)O (configuration not stated)	-1	-5	4	-6	-3	-4	-0.1	0	-6	1
CCCOc1ccc(/C=N/NC(=O)C2CC2)c(OCCC)c1	5	7	0	9	6	0	-0.5	-2	3	1
COc1cccc(-c2nnc(N)o2)c1	-2	-1	4	-9	2	1	0.1	0	2	-1
Cc1nnc(NC(=O)CSc2nc(N)c(NC(=O)c3cccs3)c(=O)[nH]2)s1	7	-12	0	-9	-4	-1	-0.1	-1	2	2
Cc1ncc([N+](=O)[O-])n1CC(=O)Nc1ccc2c(c1)OCO2	5	-3	-2	13	-4	5	0.3	3	2	-2
CSCCC(NC(=O)c1occc1C)C(=O)O (configuration not stated)	-10	5	4	-9	-6	11	-0.8	6	-1	5
COC(=O)COc1ccc(C)cc1-n1nc2ccccc2n1	5	2	1	-4	-1	4	0.8	2	0	-1
COc1ccc(C(=O)N2CCNC(=O)C2)cc1S(=O)(=O)Nc1ccc(Br)cc1	-2	0	1	0	6	7	0.5	2	-1	2
Cc1noc(C)c1C(=O)NCc1ccccc1	2	4	0	2	3	6	0.0	-2	7	-2
CC(=O)Nc1ccc(C(=O)CSc2cc(C)c3cccc(C)c3n2)cc1	-1	-1	-2	6	12	-1	0.5	3	3	-4
Cc1nn2c(Nc3ccc(F)cc3)c3c(nc2c1-c1ccccc1)CCC3	7	2	-2	-2	1	6	0.0	-3	4	-2
O=C(CSc1ncnc2c1oc1ccccc12)Nc1cccc(C(F)(F)F)c1	-1	-1	0	1	-2	-7	0.2	8	0	4
COc1ccc(CCN(CC(=O)NC2CCCC2)C(=O)CCC(=O)Nc2cc(C)on2)cc1OC	8	1	0	-15	1	0	-0.4	-7	4	-2
Cc1cccc(/C=N/n2c(-c3ccco3)n[nH]c2=S)c1	-1	2	-1	13	0	10	0.3	-2	-4	2
CCCCCC1C(=O)N2C=C(c3ccccc3)c3ccccc3N2C1=O (configuration not stated)	0	-2	0	-1	-4	3	-0.9	-1	0	2
Cc1ccc(CN(C(=O)c2cc(=O)c3cc(C)cc(C)c3o2)C2CCS(=O)(=O)C2)cc1 (configuration not stated)	1	4	3	-4	2	-2	0.4	6	-1	2
O=C(OCc1ccc(Cl)cc1)c1cccnc1Cl	8	-2	-1	8	1	4	0.9	-6	3	-2
O=C(NN1C(=O)c2ccc(-c3ccc4c(c3)C(=O)N(NC(=O)c3cccnc3)C4=O)cc2C1=O)c1cccnc1	7	-10	-4	7	9	-3	0.3	2	-2	-3
COc1ccccc1C(=O)Nc1ccc(S(=O)(=O)N2CCN(C)CC2)cc1	0	4	-3	-20	1	-2	0.3	-4	2	-4
Cc1nc([N+](=O)[O-])cn1CC(O)c1ccc(Cl)cc1 (configuration not stated)	1	1	1	4	5	3	-0.3	5	1	5
C#CCOc1ccc(Cl)cc1/C=N/O	4	3	0	10	7	5	-0.1	-2	1	-1
Cc1cc(OC(C)C(=O)N2CCN(c3ccc(F)cc3)CC2)c2c(C)cc(=O)oc2c1 (configuration not stated)	-1	-5	0	7	3	6	0.7	1	5	-1
Cc1ccc(NC(=O)c2ccc(S(=O)(=O)N3CCOCC3)cc2)cc1	4	-7	-2	0	0	1	0.7	2	-1	4
Cc1cc(N2C(=O)C(O)=C(C(=O)c3cc4ccccc4o3)C2c2cccc(Br)c2)no1 (configuration not stated)	-3	-8	-1	-2	-4	-20	1.8	0	5	8
CCC(C)NCCOc1ccc(Br)cc1 (configuration not stated)	0	-1	3	-4	1	8	-0.2	3	-1	0
Cc1cccc(-n2c(C)c(C)c3c(N)ncnc32)c1	-1	10	-1	9	0	9	-0.1	-1	-2	1
N#C/C(=C\c1cccnc1)c1ccccc1[N+](=O)[O-]	-5	1	-2	0	4	3	0.3	1	0	1
Cc1ccc(NC(=O)c2cccc(NC(=O)CCC(=O)O)c2)cc1C	-1	8	0	3	-1	-7	-0.4	-1	0	2
CC1CCN(CCCNC(=O)CCNC(=O)Cn2cnc3ccccc3c2=O)CC1	4	-4	-4	-20	0	9	0.4	-2	2	-6
N/C(=N\OC(=O)Cc1ccc(-c2ccccc2)cc1)c1ccccn1	-3	10	0	7	2	-3	-0.6	0	-1	2
CS(=O)(=O)Nc1ccc2c(c1)C(=O)OC2	-1	0	-2	8	5	3	-1.0	1	1	0
O=C(OCC#CCSc1nnc(-c2ccccc2)o1)c1ccc(F)cc1	x	7	-2	0	4	-1	x	-3	-2	-2
CC(C)(C)N(Cc1ccccc1)C(=O)c1cccs1	2	-1	0	-5	3	1	0.0	0	4	-1
Cc1oc(C(N)=O)nc1-c1ccccc1	-4	-3	1	-4	6	-7	0.2	1	0	6
CCCC1=C([O-])C2N=CC=CC2=[N+](c2ccccn2)C1=O (configuration not stated)	4	2	5	6	1	4	-1.0	-6	3	1
Cc1cccc(Oc2ccccc2NC(=O)CSCC(=O)Nc2cc(C)on2)c1	-3	-3	8	4	-2	-3	0.2	2	2	-1
CC(=O)N1CCc2cc(Br)cc(S(=O)(=O)NCCN3CCCCC3C)c21 (configuration not stated)	1	3	0	0	0	3	0.5	6	-1	-3
Cc1ccccc1CCN1CCCC(CN(C)C(=O)C(=O)c2ccco2)C1 (configuration not stated)	1	-1	1	11	2	-4	-0.7	0	2	-2
COc1ccc(-c2c(C)cc3oc(=O)cc(-c4ccccc4)c3c2C)cc1C=O	1	2	-1	6	0	-5	-0.5	-1	2	-1
Cc1cccc(-c2cc3nc(C)cc(N4CC(C)CC(C)C4)n3n2)c1 (configuration not stated)	2	2	-1	8	0	2	-0.2	0	2	2
Cc1c(C)n(CCCN(C)C)c2ncnc(NC3CCCCC3)c12	6	-6	-1	8	-5	6	0.4	-2	-4	-2
COc1cc(/C=C2\SC(=N)N(c3ccc(F)cc3)C2=O)ccc1O	-2	-8	19	-8	-9	-4	0.2	2	0	-1
Cn1c(SCC(=O)c2ccccc2)nc2cccnc21	0	0	0	15	3	0	0.2	2	5	3
COc1ccc(C2=Nn3c(nnc3-c3ccncc3)SC2)cc1	1	7	-2	0	9	-4	0.0	2	1	2
C=CCOC(=O)C1=C(C)NC(=S)NC1c1cccs1 (configuration not stated)	3	-1	1	4	3	3	0.1	-1	0	4
O=C(CSc1nc2ccccc2nc1N1CCCC1)Nc1ccc(F)cc1	0	0	-1	6	-1	6	0.0	-3	1	0
CCCCNc1c([N+](=O)[O-])cc(C)cc1[N+](=O)[O-]	1	-3	-1	6	7	-1	-0.5	-1	-2	0

3 entries out of the list above, arranged by the number in LEDGF integ inh, falling:
mol	TCR CD3 inh	DDE Tn7 FP inh	TDP2 absorb	DDE Tn6 FP inh	SIAE primary	KLK7 zymogen act	MBD2 DNA inh	LEDGF integ inh	PRMT1 inh
Cc1cccc(-c2cc3nc(C)cc(N4CC(C)CC(C)C4)n3n2)c1 (configuration not stated)	2	2	8	0	2	-0.2	0	2	2
COc1ccc(C2=Nn3c(nnc3-c3ccncc3)SC2)cc1	1	7	0	9	-4	0.0	2	1	2
CCCCNc1c([N+](=O)[O-])cc(C)cc1[N+](=O)[O-]	1	-3	6	7	-1	-0.5	-1	-2	0

Next section
SMILES	TCR CD3 inh	DDE Tn7 FP inh	UHRF1 MBD2 ctr	TDP2 absorb	DDE Tn6 FP inh	SIAE primary	KLK7 zymogen act	MBD2 DNA inh	LEDGF integ inh	PRMT1 inh
N#Cc1ccc(C(=O)Nc2nnc(-c3cccs3)o2)cc1	-5	1	-2	7	-13	-1	0.6	0	2	-2
COc1cccc(Oc2ccc(C(F)(F)F)cc2N)c1	-4	6	3	6	3	-5	-0.1	1	0	4
CCOC(=O)c1ccc(NC(=O)NC2CC3CCC(C2)N3)cc1 (configuration not stated)	1	-1	0	5	4	-4	0.8	-4	0	-1
CC(=O)Nc1ccc(CN2CCCC(CO)(Cc3cccc(Cl)c3)C2)cc1 (configuration not stated)	-1	-2	-1	-19	-1	-5	0.0	-3	4	-1
COc1ccc(C2C(C(=O)Nc3cc(Cl)ccc3F)CCC(=O)N2c2ccc(OC)cc2)cc1 (configuration not stated)	x	-1	-2	14	8	-1	0.3	-1	1	1
CCCCn1c(N)c(N(CC)C(=O)c2cc(CC)c(C)s2)c(=O)[nH]c1=O	-5	-3	4	-6	-1	2	-0.4	4	-2	2
